Screening results: PubChem, National Center for Advancing Translational Sciences (NCATS)
Pf Dd2 growth: blocks in vitro growth of P. falciparum Dd2; P. falciparum Dd2 growth, SYBR Green, 72 h; Potency, µM (series often up to 28.9 µM), inactives show at the highest dose activity, negative = inhibition, most hits filed as inhibitors; 120,000 tested, 4.3% active; AID 1347417; active = well fitted inhibition curve with a large enough effect; inconclusive = small, poorly fitted or top-dose-only effect; inactive = no such curve, though single readings can be large or run the other way;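 also: plate controls were DMSO vehicle for no effect and reference drug for full effect; nearly all actives have a fitted effect of over 65% in size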
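Infected erythrocytes (Dd2, 0.3% parasitemia, 2.5% hematocrit final) are added to compound in RPMI-1640/Albumax II medium, grown 72 h at 37C in low oxygen, then lysed with saponin/Triton-X containing SYBR Green and read by fluorescence.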
* hit, by the source's call; i = inactive; ? = inconclusive; [ ] = remark or other dose. Potency is read from the fitted curve at half-maximal effect. The list is partial. The share of hits here may be higher or lower than overall.

SMILES	Pf Dd2 growth
CCOc1ccccc1N1CCN(C(=O)CCn2ccn3nc4c(c3c2=O)CCCC4)CC1	-7%
Cc1cccc(S(=O)(=O)N2CCCC(Cn3cc(CO)nn3)C2)c1 (stereo not drawn)	-2%
Cc1ccc(C(=O)N2CCC(c3n[nH]c(=O)n3-c3ccc(C)cc3)CC2)cc1	i
Cc1ccc(CN2C(=O)[C@@H]3C[C@@H](O)CN3C3(CN(Cc4ccccc4F)C3)C2=O)o1	?
Cc1cc(C)c(C(=O)N[C@H](C2CCNCC2)C2CC(O)C2)c(C)c1 (stereo partly drawn)	-18%
CCSc1nc(-c2ccccc2)nc2c1Cc1c(CO)cnc(C)c1O2	11%
COCCNC(=O)C1(C)CN(Cc2ccccc2)Cc2ccc(Nc3ccccc3)nc21 (stereo not drawn)	0%[44.1 µM]
CC(C)CNC(=O)C1CCN(C(=O)N2CC3CC(C2)[C@H]2CCCC(=O)N2C3)CC1 (stereo partly drawn)	-25%
COCCCNC(=O)N1CCCC(c2[nH]ccc2C(N)=O)C1 (stereo not drawn)	17%
CN(CC(=O)N1CCCC(Cc2nncn2-c2ccccc2)C1)S(=O)(=O)c1cccs1 (stereo not drawn)	i
CNC(=O)N1CCC(OC2CCN(S(C)(=O)=O)CC2)CC1	55%[activator]
COc1cccc([S+](=O)([O-])N2CCn3c(nnc3C3CCCNC3)C2)c1 (stereo not drawn)	-16%
COc1ccc(NC(=O)CSc2oc(-c3ccc(F)cc3)nc2S(=O)(=O)c2ccc(C)cc2)c(OC)c1	i
O=C(c1ccccc1F)N1CCN(C(=O)N2CC3CC(C2)[C@H]2CCCC(=O)N2C3)CC1 (stereo partly drawn)	-7%
COc1cc2c(cc1OC)C(COc1ccc(C(C)C)cc1)N(C(=O)COc1ccccc1)CC2 (stereo not drawn)	11µM*
CC(=O)N1Cc2ccccc2CC2(CCN(Cc3ccncc3)C2)C1 (stereo not drawn)	-8%
Cc1ccc(N2CCN(C(=O)C3CCCN(c4cnc5nccnc5c4)C3)CC2)cc1 (stereo not drawn)	i
CCC(C(=O)Nc1cc(C(F)(F)F)ccc1Cl)n1nc(C)c2sc3ccccc3c2c1=O (stereo not drawn)	?
CC1CCN(S(=O)(=O)c2cccc(C(=O)NC3CCS(=O)(=O)C3)c2)CC1 (stereo not drawn)	i
CCOCC(=O)N1CC(F)(F)C[C@H]1c1nc(C(=O)NC)no1	42%[activator]

Structures listed so far that contain an aryl thioether with sulfur outside any ring, in the order listed:
SMILES	Pf Dd2 growth
CCSc1nc(-c2ccccc2)nc2c1Cc1c(CO)cnc(C)c1O2	11%
COc1ccc(NC(=O)CSc2oc(-c3ccc(F)cc3)nc2S(=O)(=O)c2ccc(C)cc2)c(OC)c1	i

Additional results follow:
SMILES	Pf Dd2 growth
CCOc1ccc(NC(=O)C(C)n2c(=O)cc(C)c3c(C)nn(-c4ccccc4)c32)cc1 (stereo not drawn)	i
Cc1ccccc1OCC(=O)Nc1ccc2[nH]c(=O)sc2c1	-8%
CN1C(=O)[C@H]2CN(Cc3cc(F)c(F)cc3F)C[C@H]2C1=O	i
CC(C)CN1CCC(O)(c2csc(CN3CCOCC3)n2)CC1	11%[44.1 µM]
CN(Cc1ccc(-c2ccccc2)cc1)[S+](=O)([O-])c1cccc(C(F)(F)F)c1	17%
Nc1nc(C2CC(O)C2)cc(N2CCC(Cc3ccc(F)cc3)CC2)n1 (stereo not drawn)	?
COc1ccc(C(=O)Nc2ccc3c(c2)CN(Cc2cccc(OC)c2OC)C(=O)CO3)cc1	?
COc1cccc([S+](=O)([O-])N2CC(N(C)c3ccccc3C)C2)c1	-27%
CCCC(=O)N1Cc2ccccc2CC2(CCN(Cc3cccnc3)C2)C1 (stereo not drawn)	11µM*
COc1ccc(-c2cc(N3CCCN(C(=O)c4ccc5[nH]ccc5c4)CC3)n[nH]2)cc1	?
CN(C)C1CCN(c2ccc(C(=O)N3CCC(N4CCOCC4)CC3)cn2)C1 (stereo not drawn)	2%
CC1(C)[C@H](Cc2cc(-c3ccc(F)cc3)on2)C[C@@H]1NC1CCC1	11µM*
CCC(=O)N1CCc2[nH]nc(C(=O)NCCCc3ccccc3)c2C1	?
COc1ccc(-c2ccnc(-c3nnc(C)n3C(C)C)c2)cc1OC	-8%[44.1 µM]
Cc1ccccc1CC(=O)N[C@@H]1CN(S(C)(=O)=O)C[C@H]1CN(C)C	?
O=c1[nH]c(=O)n(C2CCCCC2)c(O)c1C1=Nc2ccccc2SC(c2ccccc2)C1 (stereo not drawn)	?
CN(C)C[C@@H]1CN(Cc2ccncc2)C[C@H]1NC(=O)c1ccc(F)cc1	36%[activator]
O=C(c1cc2n(n1)CC(c1ccc3c(c1)OCO3)OC2)N1CCCCC1 (stereo not drawn)	i
Cc1ccc(F)c(C(=O)N[C@H]2CCOC[C@H]2C2CCOCC2)c1Cl	-9%
Cc1ccc(NC(=O)c2c(NC(=O)Cc3ccccc3)sc3c2CCC3)cc1	32%[activator]
Cc1ccc(NC(=O)CC(C)S(=O)(=O)c2ccc3c(c2)NC(=O)CO3)c(C)c1 (stereo not drawn)	-19%
Cc1cc(OCCn2c(CCNC(=O)C3CCCCC3)nc3ccccc32)ccc1Cl	?
CCCCNC(=O)C1CCC(Cn2c(=O)c3sccc3n(CC(=O)Nc3ccccc3)c2=O)CC1 (stereo not drawn)	?
CC(C)N1C[C@@H]2C[C@H]1C(=O)N(CC1CC1)c1ccccc1O2	11µM*
Cc1nn(CCCC(=O)Nc2cc(C(F)(F)F)ccc2Cl)c(=O)c2c1sc1ccccc12	i
CCOC(=O)C1CCCN(C(=O)C2COC3(CCCCC3)N2C(=O)c2cccc(Cl)c2)C1 (stereo not drawn)	i
CCCCSCCCNC(=O)CN1C(=O)c2cccnc2Oc2ccc(Cl)cc21	i
O=C(Nc1cc(Cl)ccc1Cl)c1ccc2c(c1)N(Cc1cccc(Cl)c1)C(=O)c1ccccc1S2=O (stereo not drawn)	4µM*
O=c1cc(N2CCOCC2)cnn1Cc1cc(C(F)(F)F)ccc1F	-13%
CCC1CN(C(=O)N2CCC(C(=O)NCCc3ccc(Cl)cc3)CC2)c2ccccc2O1 (stereo not drawn)	?
CCn1cc(S(=O)(=O)c2cccc(C)c2)c(=O)c2cc(F)c(N3CCCCC3C)cc21 (stereo not drawn)	26%
O=C(Cc1cccn1-c1ccc(F)cc1)N1CCCCC1	i
O=C(c1ccoc1)N1CCC(Cc2nc(C3CC3)n[nH]2)C1 (stereo not drawn)	20%
COc1cccc(NC(=O)CSc2cc(C)c3ccccc3n2)c1	44%[activator]
O=C(O)CSCC(=O)N1CCN2C(=O)c3cc(-c4ccc(Cl)cc4)ccc3NC(=O)[C@@H]2C1	i
CCc1cccc(-n2nnnc2N2CCN(C(=O)Nc3ccc(C)c(Br)c3)CC2)c1	-17%
COc1ccc(C(=O)N(Cc2ccco2)Cc2ccco2)cc1	41%[activator]
OC1CCOC2(CCN(Cc3cccnc3)CC2)C1 (stereo not drawn)	-5%
COc1ccc(CN2CCCc3nc(C)nc(-c4ccc(O)cc4)c3C2)cc1	-41%
O=C(Cc1c[nH]c2ncc(-c3ccc(F)cc3)cc12)N1CCOCC1	?

A different layout for some results above:
| molecule | Pf Dd2 growth |
| --- | --- |
| CCCCNC(=O)C1CCC(Cn2c(=O)c3sccc3n(CC(=O)Nc3ccccc3)c2=O)CC1 (stereo not drawn) | ? |
| Cc1nn(CCCC(=O)Nc2cc(C(F)(F)F)ccc2Cl)c(=O)c2c1sc1ccccc12 | i |
| O=C(Cc1c[nH]c2ncc(-c3ccc(F)cc3)cc12)N1CCOCC1 | ? |

The list continues:
SMILES	Pf Dd2 growth
Cc1noc(-c2cccn3c(CNC(=O)c4ccc(F)c(Cl)c4)nnc23)n1	i
CCOc1ccc(C(=O)N2CCC3(CC2)NC(=O)N(Cc2ccccc2)C3=O)cc1	13%
CN(Cc1nc2ccc(F)cc2[nH]1)C(=O)c1cn(CCN)nn1	-21%
CCOc1cc(=O)n2c(c1C(=O)Nc1ccccc1)CCCCC2	22%
COCC(=O)N[C@@H]1CN(Cc2sccc2C)CC[C@@H]1c1n[nH]c(C)n1	?
Cn1cc(CN2C[C@@H](F)[C@@H](OCc3nc4ccccc4[nH]3)C2)c2ccccc21	?
Cc1ccc(C(=O)CCc2nc(C3CC(=O)N(C4CCCCC4)C3)no2)cc1 (stereo not drawn)	i
COCc1ccc(C(=O)N2CCC3(CC2)CC(c2ccccc2)C(=O)N3)o1 (stereo not drawn)	-2%
Cc1ncc2c(c1CNC(=O)c1ccccc1-c1nn[nH]n1)CCNC2	-3%
Cc1cccc(NC(=O)CSc2nc3ccc(NC(=O)c4ccccc4)cc3s2)c1	-16%
Cc1ccc(OCC(=O)N(Cc2sccc2C)C2CCS(=O)(=O)C2)cc1 (stereo not drawn)	3%
Cc1nn(CC(=O)NCc2cccc(Br)c2)c(=O)c2c1sc1ccccc12	i
COc1cccc(-c2cn3c(n2)N(C(=O)Cc2ccccc2)CCC3)c1	?
Cc1ccc(-c2ncc(C(=O)Nc3ccccc3Cl)c(-c3ccncc3)n2)cc1	-18%
O=C(N[C@@H]1CCOC[C@H]1OCCO)c1cccc(-c2ccco2)c1	-3%
CN(C)C[C@@H]1CN(S(C)(=O)=O)C[C@H]1NC(=O)c1ccccc1	?
CN1CC(=O)N(C2CCNCC2)Cc2c(NC3CCCCCC3)ncnc21	-8%
O=C(Nc1ccc(F)c(Cl)c1)N1CCN(C(=O)c2nsc3ccccc23)CC1	14%
CC(=O)c1ccc(NC(=O)CN(C)S(=O)(=O)c2cnc[nH]2)cc1	-1%
CCc1cccc(NC(=O)Cn2c(N3CCOCC3)nc(C)cc2=O)c1	?
COc1ccc(-n2c(SCC(=O)Nc3cc(C)cc(C)c3)nc3c(oc4ccccc43)c2=O)cc1	-26%
CCOC(=O)C1CCN(c2ncnc3c2c(-c2ccccc2)cn3-c2ccc(C)c(Cl)c2)CC1	24%
CCN(CC1CCOCC1)C(=O)C1(Oc2ccc(C)cc2)CCNCC1	-21%
COc1ccccc1CC(=O)N1CCC[C@H]1c1nc(-c2ccccc2)no1	i
COc1cc(=O)n2c(c1C(=O)Nc1cc(Cl)ccc1C)CCCC2	8%
CCCNC(=O)Cn1cccc1-c1nc(-c2ccc(OC)c(F)c2)no1	?
COc1ncccc1-c1nc(-c2c(C)noc2C)cc2c1cc(C)n2C	i
Cc1ccc(CN2CCCC(c3nc(C(C)C)no3)CCNC(=O)CC2)o1 (stereo not drawn)	-1%
CCOc1ccc(C(=O)NC2CCc3n[nH]c(=O)n3CC2)cc1OCC (stereo not drawn)	-2%
CCN(CC)C(=O)CN1C(=O)NC(c2ccccc2)C2=C1COC2=O (stereo not drawn)	-12%
Cc1ccc(Cn2c(C3CCN(C(=O)c4ccccn4)CC3)n[nH]c2=O)cc1	16%
COc1ccccc1CCN1CCCC(CN(C)C(=O)Cn2cccnc2=O)C1 (stereo not drawn)	-2%
Cc1cccc(C(=O)N2CCc3cc(CNS(=O)(=O)c4cccs4)ccc32)c1	i
COCCOC1CCOC2(CCN(C(=O)c3ccoc3)CC2)C1 (stereo not drawn)	105%[activator]
COc1ccc(-c2nnn3c2nc(NCc2ccc(C)cc2)c2ccccc23)cc1	24%
Cc1nccc(N2CCC(COc3cnc4c(ccn4CC(N)=O)c3)CC2)n1	i
CCOc1ccc(NC(=O)c2sc3nc(-c4ccc(OC)cc4)cn3c2C)cc1	i
CCC1CN(C(=O)Nc2cc(C)ccc2OC)c2cc(Cl)ccc2O1 (stereo not drawn)	-6%
COC(=O)c1ccc(NC(=O)C2(S(=O)(=O)c3ccc(C)cc3)CC2)cc1	21%
CN(C)c1nc2c(c(=O)[nH]1)CCN(Cc1cc(F)c(F)cc1F)CC2	?

The final 7 records of the section above are carried over, then new ones follow:
SMILES	Pf Dd2 growth
COCCOC1CCOC2(CCN(C(=O)c3ccoc3)CC2)C1 (stereo not drawn)	105%[activator]
COc1ccc(-c2nnn3c2nc(NCc2ccc(C)cc2)c2ccccc23)cc1	24%
Cc1nccc(N2CCC(COc3cnc4c(ccn4CC(N)=O)c3)CC2)n1	i
CCOc1ccc(NC(=O)c2sc3nc(-c4ccc(OC)cc4)cn3c2C)cc1	i
CCC1CN(C(=O)Nc2cc(C)ccc2OC)c2cc(Cl)ccc2O1 (stereo not drawn)	-6%
COC(=O)c1ccc(NC(=O)C2(S(=O)(=O)c3ccc(C)cc3)CC2)cc1	21%
CN(C)c1nc2c(c(=O)[nH]1)CCN(Cc1cc(F)c(F)cc1F)CC2	?
Cc1ccccc1NC(=O)c1sc2nc(-c3ccncc3)ccc2c1N	-8%
Cc1ccc(CC(=O)N2CCC(c3n[nH]c(=O)n3Cc3ccc(F)cc3)CC2)cc1	?
COc1ccc(CNC(=O)Cc2ccc(NC(=O)N3CCCCc4ccccc43)cc2)cc1	13%
COc1ccc(N2CC(c3noc(-c4ccc(Cl)cc4)n3)CC2=O)cc1 (stereo not drawn)	i
CCc1ccc(S(=O)(=O)c2nnn3c2nc(N(C)Cc2ccccc2)c2cc(Cl)ccc23)cc1	17%
O=C1c2c(nc(COc3ccccc3)n2Cc2ccccc2)NCCN1Cc1ccccc1F	?
Cc1ccc(C(=O)N2CCC(n3cc(-c4nc(C5CC5)no4)nn3)C2)s1 (stereo not drawn)	10µM*
CCN1c2cc(C(=O)NCc3cccc(C(F)(F)F)c3)ccc2C(=O)N2CCCCCC21 (stereo not drawn)	?
COc1cc(OC)cc(C(=O)Nc2cc(-c3nc4ccccc4s3)ccc2OC)c1	-10%
Cc1cc(NC(=O)Cn2c(=O)oc3cc(S(=O)(=O)N4CCCC4)ccc32)ccc1Br	-4%
